DAX1 inh-1: NR0B1 (DAX1) inhibition; P51843; HEK293 Gal4-DAX1 luciferase reporter, luminescence; inhibition, % at 6.75 µM; actives 0.99% (n = 340,000); AID 504766;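 active = inhibition above the mean over all tested compounds plus 3 SD, cut at about 4.2% in these data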;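 also: 0% = DAX1-transfected cells with DMSO and 100% = empty-vector control cells with DMSO; inhibition shows as a rise in luminescence from relieved DAX1 repression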
PLCb3 inh: blocks human PLC-beta3 enzyme activity. inhibition, % at 12.2 µM. actives 0.18% (n = 370,000). Q01970. Purified PLC-beta3, fluorogenic substrate, fluorescence; in the data active = inhibition above about 11%;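 also: 0% = median of compound wells on plate and 100% = full blocker control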
Target sequence (Q01970 whole entry, looked up): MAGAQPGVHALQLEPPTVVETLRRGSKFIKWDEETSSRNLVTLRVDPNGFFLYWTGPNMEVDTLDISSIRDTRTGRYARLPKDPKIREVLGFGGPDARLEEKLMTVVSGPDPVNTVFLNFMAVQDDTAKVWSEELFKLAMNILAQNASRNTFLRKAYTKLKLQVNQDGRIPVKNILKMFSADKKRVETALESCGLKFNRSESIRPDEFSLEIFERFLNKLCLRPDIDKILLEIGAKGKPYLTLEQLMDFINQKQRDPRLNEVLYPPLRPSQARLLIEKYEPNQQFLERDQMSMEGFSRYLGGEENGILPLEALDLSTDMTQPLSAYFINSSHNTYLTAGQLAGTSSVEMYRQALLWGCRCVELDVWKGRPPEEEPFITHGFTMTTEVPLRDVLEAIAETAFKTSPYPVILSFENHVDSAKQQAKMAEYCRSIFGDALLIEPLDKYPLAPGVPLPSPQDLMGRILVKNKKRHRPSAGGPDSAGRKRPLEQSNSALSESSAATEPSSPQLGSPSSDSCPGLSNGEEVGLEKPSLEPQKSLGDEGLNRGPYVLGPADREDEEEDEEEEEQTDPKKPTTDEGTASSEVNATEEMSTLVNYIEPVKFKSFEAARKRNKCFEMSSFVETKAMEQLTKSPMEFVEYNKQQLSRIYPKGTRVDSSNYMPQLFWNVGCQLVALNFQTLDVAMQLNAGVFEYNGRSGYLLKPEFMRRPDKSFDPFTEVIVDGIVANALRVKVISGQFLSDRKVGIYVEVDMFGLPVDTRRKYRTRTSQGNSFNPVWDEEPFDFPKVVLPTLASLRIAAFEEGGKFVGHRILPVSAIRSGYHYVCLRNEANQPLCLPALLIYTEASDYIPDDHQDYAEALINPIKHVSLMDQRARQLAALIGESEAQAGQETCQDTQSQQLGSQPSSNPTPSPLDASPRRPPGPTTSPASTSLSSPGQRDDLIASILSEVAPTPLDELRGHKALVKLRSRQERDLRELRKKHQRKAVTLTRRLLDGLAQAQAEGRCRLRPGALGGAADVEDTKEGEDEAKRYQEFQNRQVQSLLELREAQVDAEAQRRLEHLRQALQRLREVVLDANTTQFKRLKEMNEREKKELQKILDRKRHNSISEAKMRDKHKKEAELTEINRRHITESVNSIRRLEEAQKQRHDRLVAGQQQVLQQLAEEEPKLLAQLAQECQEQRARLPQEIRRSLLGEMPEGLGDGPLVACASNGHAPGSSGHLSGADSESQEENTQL
ssDAF12 agonist: S. stercoralis DAF-12 activation, primary screen | HEK293 ssDAF-12/GRIP1 lit1-tk-luc reporter, luminescence; % of 3 µM dafachronic acid response | actives 1% (n = 370,000) | activation, % at 6.8 µM;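 active = activation above the mean over all tested compounds plus 3 SD, cut at about 0.9% in these data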;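 also: 0% = DMSO-only wells and 100% = 3 µM delta7-dafachronic acid wells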
MBD2 DNA inh: inhibitors of human MBD2 binding to methylated oligonucleotide; Q9UBB5; TR-FRET; inhibition, % at 4.4 µM; actives 0.31% (n = 370,000); in the data active = inhibition above about 13%
hgDAF12 agonist: hgDAF-12 agonism, primary luciferase screen. HEK293 GAL4-hgDAF12 UAS-luciferase reporter, agonist luminescence; normalized to butyrate control. AID 687014. actives 1.8% (n = 370,000). activation, % at 6.8 µM;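 active = activation above a cutoff set at the mean of all screened compounds plus 3 SD, cut at about 10% in these data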;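 also: 0% = DMSO wells and 100% = sodium butyrate wells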
hcDAF12 agonist: activators of H. contortus DAF-12 nuclear receptor. HEK293 hcDAF-12 lit1-tk-luc reporter, luminescence; 0% DMSO, 100% Δ7-dafachronic acid. activation, % at 6.8 µM. actives 1.4% (n = 370,000);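 active = activation above the mean of all tested compounds plus 3 SD, cut at about 5.5% in these data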;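 also: 100% = response to 3 µM Δ7-dafachronic acid high control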
ADAM17 inh: ADAM17 inhibition, QFRET primary screen; P78536; recombinant ADAM17, EDANS/DABCYL FRET peptide cleavage; inhibition, % at 6.95 µM; AID 720648; actives 0.83% (n = 370,000);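 active = inhibition above the mean of compounds lying between control limits plus 3 SD, set per campaign, cut at about 8.5% in these data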;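 also: 0% = DMSO-only wells as the low control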
SMARCA2 act: increases SMARCA2 function in MMTV reporter cells | activation, % at 9.1 µM | AID 652017 | actives 1% (n = 370,000) | MG213 cells, MMTV-luciferase reporter, dexamethasone, overnight; in the data active = activation above about 7.8%;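 also: 0% = vehicle wells and 100% = reference activator wells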
Rev-erbA mod: modulates human Rev-erb alpha binding to DNA; Rev-erbα–FITC-DNA binding, fluorescence polarization, 90 min; AID 1259318; actives 0.79% (n = 370,000); P20393; activity, % at 10 µM;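 active = activity above about 14%, limit read from the data; passing the limit was not always enough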;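 also: 0% = DMSO wells with 35 nM protein and 100% = DMSO wells with 750 nM protein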
PLC-gamma1 inh: blocks human PLC-gamma1 enzyme activity; purified PLC-gamma1, fluorogenic substrate, fluorescence; inhibition, % at 12.2 µM; actives 0.84% (n = 370,000); in the data active = inhibition above about 9.5%
DAX1 inh-2: inhibitors of DAX1 repression of SF-1 activated StAR promoter; HEK293T StAR-luciferase reporter, SF-1/DAX-1 repression relief; AID 652010; inhibition, % at 6.8 µM; actives 1.1% (n = 370,000);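 active = inhibition above the mean over all tested compounds plus 3 SD, cut at about 3.6% in these data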;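 also: 0% = DAX-1 cells with DMSO and 100% = cells lacking DAX-1 with DMSO; higher inhibition means more luminescence from relief of DAX-1 repression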
Active calls of the source: *; nt = no result given.

Values run as follows: DAX1 inh-1 | PLCb3 inh | ssDAF12 agonist | MBD2 DNA inh | hgDAF12 agonist | hcDAF12 agonist | ADAM17 inh | SMARCA2 act | Rev-erbA mod | PLC-gamma1 inh | DAX1 inh-2
1	COc1ccc(CCn2nnnc2C(CC(C)C)N2CCC(C(N)=O)CC2)cc1OC (centres undefined)
 : 0.3 | 6 | -0.9 | 2 | -0.4 | -1.3 | -2 | 5 | 3 | 2 | 0.0
2	CC(=O)O[C@H]1C(=O)[C@@]2(C)[C@H]([C@H](OC(=O)c3ccccc3)[C@]3(O)C[C@H](OC(=O)[C@H](O)[C@@H](NC(=O)c4ccccc4)c4ccccc4)C(C)=C1C3(C)C)[C@]1(OC(C)=O)CO[C@@H]1C[C@@H]2O
 : -2.9 | 2 | -1.2 | -3 | -3.7 | -0.5 | 2 | 1 | 1 | 5 | -2.9
3	COc1ccc(CNc2nc(=S)[nH]c3cc(OC)c(OC)cc23)cc1
 : 2.3 | -10 | -1.0 | -5 | -1.0 | -3.1 | -5 | -2 | -6 | -5 | 0.1
4	O=S(=O)(NN=C(c1ccccc1)c1ccccc1)c1ccccc1
 : 1.8 | -1 | -1.0 | 4 | 0.1 | 1.1 | -3 | -6 | 6 | 1 | -0.1
5	CNCC(=O)Nc1c(C)n[nH]c1C
 : 1.5 | 5 | -0.3 | -5 | -1.1 | 3.1 | 4 | 1 | -3 | 4 | -0.2
6	CCOc1ccc(-c2nnc3ccc(SC(C)C)nn23)cc1
 : -0.2 | -89 | -1.9 | -4 | -3.5 | -3.9 | -2 | -2 | -1 | -72 | -0.7
7	CCCN1C(=O)CC(Sc2ncccc2C(=O)O)C1=O (centres undefined)
 : 2.7 | -6 | -1.0 | 0 | -0.1 | -1.8 | -3 | 0 | 3 | 0 | 1.0
8	Cc1nnc(NC(=O)CSc2nnc(C)n2-c2ccc(F)cc2)s1
 : 3.7 | -3 | -0.2 | -2 | -1.2 | -1.6 | -3 | 0 | -1 | 1 | 0.2
9	O=C(O)c1ccc(C(=O)c2ccc3c(c2)C(=O)N(CCO)C3=O)cc1
 : 2.9 | -6 | -1.2 | 11 | 1.4 | -2.8 | -4 | -5 | 1 | 2 | 0.4
10	COC(=O)[C@]12C[C@H](CC(=O)N3CCCCC3)C(=O)N(Cc3ccc(Cl)cc3Cl)C1=C[C@H](C(C)(C)C)O[C@@H]2C
 : nt | 3 | -1.7 | 2 | 2.0 | 1.6 | -4 | -2 | -4 | -2 | -1.1
11	CN(CCCNC(=O)c1cccn2c(=O)c3ccccc3nc12)Cc1ccccc1
 : 0.0 | -490 | -0.7 | -9 | -0.4 | -0.7 | -28 | 0 | -2 | -359 | 0.6
12	COC(=O)C[C@H]1CC[C@@H](NC(=O)C2CC2)[C@@H](CO)O1
 : nt | -1 | -0.7 | 3 | -0.8 | -2.0 | -6 | -5 | 3 | -1 | -0.6
13	Cc1cccc(N2CCN(C(=O)c3cccc(S(=O)(=O)N4CCOCC4)c3)CC2)c1C
 : -1.5 | -6 | -0.6 | -1 | -5.2 | -0.1 | 1 | -3 | 8 | -3 | -0.9
14	CCCn1c(N)c(C(=O)COC(=O)CCS(=O)(=O)c2ccc(C)cc2)c(=O)[nH]c1=O
 : 0.2 | -5 | -0.7 | 1 | 1.6 | 0.3 | -2 | -1 | -3 | 2 | -0.5
15	COC(=O)Cc1c(C)nc2nc(NCc3ccc(Cl)cc3)[nH]n2c1=O
 : -0.3 | -2 | -1.1 | -1 | -1.2 | -0.4 | -2 | -2 | 1 | 1 | -0.3
16	CN1CCN(CC(=O)Nc2ccc(Oc3ccccc3)cc2)CC1
 : 0.2 | -3 | -0.9 | -3 | 0.3 | -0.2 | 3 | -4 | -3 | 2 | -0.5
17	CC(=O)OCC1=C(C(=O)O)N2C(=O)C(NC(=O)c3ccc(F)cc3)C2SC1 (centres undefined)
 : 1.4 | 2 | -0.6 | 1 | 0.6 | -0.4 | -3 | -1 | -4 | 2 | 0.1
18	COc1ccc(S(=O)(=O)NN(C)c2nc(C(F)(F)F)nc3ccccc23)cc1
 : -0.1 | 0 | -0.6 | 2 | -2.9 | -0.9 | 1 | 1 | -1 | 1 | 0.5
19	O=C1N[C@@H](Cc2cnc[nH]2)C(=O)N2CCC[C@@H]12
 : 0.8 | 0 | -1.1 | 2 | -1.8 | -0.5 | -5 | -2 | -3 | -5 | -0.1
20	CCc1ccccc1NC(=O)CN1C(=O)c2ccccc2S1(=O)=O
 : 4.5* | 2 | -0.8 | -1 | -0.5 | 1.9 | -2 | 7 | -2 | 3 | 0.0
21	O=C(CN1CCN(Cc2ccccc2Cl)C1=O)NCCCN1CCOCC1
 : 1.9 | -5 | -1.5 | 0 | -0.3 | -0.8 | -2 | -3 | -4 | 0 | 0.7
22	O=C(COC(=O)c1ccccc1)Nc1ncc([N+](=O)[O-])s1
 : 1.9 | -6 | -0.5 | 15* | 1.0 | 2.0 | -5 | -1 | -22 | 4 | 0.4
23	O=C(NCc1ccco1)c1ccc2c(=O)n(-c3ccccc3)c(=O)n(Cc3cccc(F)c3)c2c1
 : 1.3 | 1 | -0.8 | -1 | -3.8 | -1.1 | -3 | 0 | -9 | -1 | -0.2
24	Nc1c(C(=O)NCc2ccc3c(c2)OCO3)nnn1CC(=O)Nc1ccc(Br)cc1
 : -0.4 | -5 | -1.2 | -2 | -0.7 | -1.5 | 2 | -1 | -3 | -2 | -0.5
25	CCC(=O)c1ccc(OCC(=O)OCC(=O)NCC2CCCCC2)cc1
 : 1.7 | -1 | -0.9 | 3 | -0.2 | -0.2 | 4 | -2 | -4 | 2 | 1.7
26	Cc1ccc2c(CN3CCCCC3CCO)cc(=O)oc2c1 (centres undefined)
 : -0.6 | -10 | -1.4 | 2 | -1.2 | -0.1 | -6 | -4 | 1 | -9 | -0.3
27	COc1ccc(CC(=O)NCC(=O)N=Nc2c(O)[nH]c3ccccc23)cc1
 : 0.6 | -5 | -0.6 | 0 | 2.4 | 0.8 | -2 | -3 | -5 | 0 | 0.0
28	COCCNC(=O)C(c1ccc(F)cc1)N(C(=O)CCC(=O)Nc1ccccn1)C1CCCCC1 (centres undefined)
 : 1.9 | -2 | -1.2 | -2 | 0.8 | -3.0 | -2 | 1 | 5 | 0 | 0.2
29	Cc1ccc2nc(-c3ccc(Cl)cc3)c(Cc3ccccn3)n2c1
 : nt | -55 | -1.1 | 2 | 11* | 4.8 | -26 | 7 | 9 | -36 | 6.7*
30	Cc1ccc(NC(=O)Cn2cnc3sc(C(=O)NCc4ccco4)c(C)c3c2=O)cc1Cl
 : -0.8 | 5 | -1.5 | 0 | -1.0 | -1.4 | -1 | 2 | -7 | 4 | -1.4

Whole records, looked up by structure:
COc1ccc(S(=O)(=O)NN(C)c2nc(C(F)(F)F)nc3ccccc23)cc1 is entered as DAX1 inh-1: -0.1; PLCb3 inh: 0; ssDAF12 agonist: -0.6; MBD2 DNA inh: 2; hgDAF12 agonist: -2.9; hcDAF12 agonist: -0.9; ADAM17 inh: 1; SMARCA2 act: 1; Rev-erbA mod: -1; PLC-gamma1 inh: 1; DAX1 inh-2: 0.5
CN1CCN(CC(=O)Nc2ccc(Oc3ccccc3)cc2)CC1 is entered as DAX1 inh-1: 0.2; PLCb3 inh: -3; ssDAF12 agonist: -0.9; MBD2 DNA inh: -3; hgDAF12 agonist: 0.3; hcDAF12 agonist: -0.2; ADAM17 inh: 3; SMARCA2 act: -4; Rev-erbA mod: -3; PLC-gamma1 inh: 2; DAX1 inh-2: -0.5

Next part:
[31] O=C(CC1C(=O)OCN1C(=O)OCc1ccccc1)OCC(=O)c1ccccc1 (centres undefined)
[32] COCc1c(C(=O)N2CCN(c3ccc(C(F)(F)F)cn3)CC2)oc2ccccc12
[33] COc1ccccc1CNC(=O)CC12CC3CC(CC(Br)(C3)C1)C2
[34] CCCCNC(=O)Nc1ccc(Br)cn1
[35] COCCN1C(=O)N(c2ccccc2)C(=O)C1CC(=O)Nc1cc(OC)cc(OC)c1 (centres undefined)
[36] Cc1ccc(C)c(NC(=S)N=Nc2c(O)n(C)c3ccc(S(=O)(=O)N4CCOCC4)cc23)c1
[37] CC(=O)c1ccc(S(=O)(=O)N2CCN(C(=O)c3ccc(N)c([N+](=O)[O-])c3)CC2)cc1
[38] C=CCn1c(CCc2ccc(OC(C)C)cc2)n[nH]c1=S
assay / entry | 31 | 32 | 33 | 34 | 35 | 36 | 37 | 38
DAX1 inh-1 | 4.9* | -1.3 | -0.4 | 1.0 | -0.8 | -1.6 | -0.4 | -0.1
PLCb3 inh | 2 | -4 | -6 | -1 | -5 | 2 | -7 | 1
ssDAF12 agonist | -0.2 | -1.1 | -0.9 | -1.3 | -1.3 | -1.1 | -1.5 | -1.3
MBD2 DNA inh | -3 | -3 | -2 | -4 | 2 | -1 | -1 | -1
hgDAF12 agonist | -0.6 | -1.2 | 2.5 | 5.3 | 2.4 | 1.4 | 0.5 | 5.9
hcDAF12 agonist | 0.3 | -0.5 | 0.4 | 0.4 | 1.3 | -1.6 | -1.7 | -0.9
ADAM17 inh | -3 | -1 | -3 | 0 | -3 | 3 | -2 | -3
SMARCA2 act | 1 | -1 | -1 | 4 | 0 | 0 | -2 | 3
Rev-erbA mod | -6 | -2 | -3 | 2 | 9 | -5 | 2 | 4
PLC-gamma1 inh | -1 | -2 | -3 | 0 | -3 | 3 | 1 | 3
DAX1 inh-2 | 0.1 | -0.7 | 0.0 | -0.2 | 0.2 | -0.2 | -0.6 | 0.2

In a second layout: entries from further up
| nr | compound | DAX1 inh-1 | PLCb3 inh | ssDAF12 agonist | MBD2 DNA inh | hgDAF12 agonist | hcDAF12 agonist | ADAM17 inh | SMARCA2 act | Rev-erbA mod | PLC-gamma1 inh | DAX1 inh-2 |
| --- | --- | --- | --- | --- | --- | --- | --- | --- | --- | --- | --- | --- |
| 35 | COCCN1C(=O)N(c2ccccc2)C(=O)C1CC(=O)Nc1cc(OC)cc(OC)c1 (centres undefined) | -0.8 | -5 | -1.3 | 2 | 2.4 | 1.3 | -3 | 0 | 9 | -3 | 0.2 |
| 36 | Cc1ccc(C)c(NC(=S)N=Nc2c(O)n(C)c3ccc(S(=O)(=O)N4CCOCC4)cc23)c1 | -1.6 | 2 | -1.1 | -1 | 1.4 | -1.6 | 3 | 0 | -5 | 3 | -0.2 |

Continued:
[39] CC1=C(C(=O)OCCOC(C)C)C(c2cc3c(cc2Br)OCO3)CC(=O)N1 (centres undefined)
[40] COC(=O)c1[nH]c2ccc(Cl)cc2c1NC(=O)C1CC1
[41] O=C(Nc1ccc(S(=O)(=O)Nc2nccs2)cc1)c1ccc(S(=O)(=O)N2CCOCC2)cc1
[42] CSc1nncc(/C(C)=N/O)n1
[43] COC(=O)c1ccc(NC(=O)Cn2nc(C)c3ccccc3c2=O)cc1
assay / entry | 39 | 40 | 41 | 42 | 43
DAX1 inh-1 | -2.0 | 1.7 | -0.8 | -0.6 | -0.2
PLCb3 inh | -1 | -35 | -1 | -1 | -5
ssDAF12 agonist | -1.1 | -0.9 | -0.6 | -1.2 | -1.0
MBD2 DNA inh | 3 | -4 | -2 | 5 | 0
hgDAF12 agonist | -1.9 | 0.3 | -2.6 | 0.1 | -1.9
hcDAF12 agonist | -1.1 | -0.5 | -2.2 | 0.0 | -2.7
ADAM17 inh | -2 | -27 | 2 | -2 | -3
SMARCA2 act | 2 | 0 | -3 | -2 | -1
Rev-erbA mod | 2 | 3 | 6 | -4 | -2
PLC-gamma1 inh | 0 | -31 | 2 | 1 | 0
DAX1 inh-2 | -0.3 | -0.8 | 0.2 | 0.3 | -0.1

Bioassay records from PubChem BioAssay.
